Screening data: PubChem, several laboratories
PTPN22 act: LYP phosphatase activators, primary screen, biochemical, DiFMUP fluorescence, 2 µM; Tyrosine-protein phosphatase non-receptor type 22 (Homo sapiens), Q9Y2R2; recombinant LYP; 0 = plate median, 100 = signal doubled; activation, % at 2 µM; 0.11% of 96,000 active; AID 697, 2007;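 active means activation at 2 µM above a set limit, the mean plus 5 SD, cut at about 37% in these data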
Target sequence (Q9Y2R2 whole entry, looked up): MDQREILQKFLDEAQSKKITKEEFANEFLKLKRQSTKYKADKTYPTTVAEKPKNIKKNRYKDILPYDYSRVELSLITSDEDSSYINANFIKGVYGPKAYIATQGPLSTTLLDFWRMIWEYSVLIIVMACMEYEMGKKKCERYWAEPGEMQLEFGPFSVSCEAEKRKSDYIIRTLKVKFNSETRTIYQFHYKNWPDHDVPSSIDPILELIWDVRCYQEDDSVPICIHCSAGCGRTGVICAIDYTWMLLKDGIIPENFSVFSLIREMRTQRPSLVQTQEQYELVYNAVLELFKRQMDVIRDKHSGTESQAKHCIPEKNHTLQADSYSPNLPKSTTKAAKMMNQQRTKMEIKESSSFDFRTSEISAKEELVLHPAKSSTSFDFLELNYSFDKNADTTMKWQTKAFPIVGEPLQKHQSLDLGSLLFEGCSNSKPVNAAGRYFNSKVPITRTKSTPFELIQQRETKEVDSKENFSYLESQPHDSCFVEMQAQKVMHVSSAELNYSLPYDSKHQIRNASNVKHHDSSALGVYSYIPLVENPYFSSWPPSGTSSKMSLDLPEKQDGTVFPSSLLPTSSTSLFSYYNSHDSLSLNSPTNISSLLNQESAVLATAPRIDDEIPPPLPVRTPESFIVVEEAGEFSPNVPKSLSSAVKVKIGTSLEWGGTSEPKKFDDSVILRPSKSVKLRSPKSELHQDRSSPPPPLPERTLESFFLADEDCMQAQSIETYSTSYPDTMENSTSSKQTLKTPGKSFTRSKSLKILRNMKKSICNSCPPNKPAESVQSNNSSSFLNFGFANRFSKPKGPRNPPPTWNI
HIV Rev-RRE inh: HIV-1 Rev-RRE binding inhibitors, primary screen, biochemical, FRET, protein-RNA interaction; 0.79% of 97,000 active; inhibition, % at 8 µM; Rev peptide-RRE RNA binding; P05866;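 active means inhibition above the screen-wide mean plus 3 SD, cut at about 35% in these data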;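 further: 0% = median DMSO wells and 100% = median Neomycin B control wells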
Target sequence (P05866 whole entry, looked up): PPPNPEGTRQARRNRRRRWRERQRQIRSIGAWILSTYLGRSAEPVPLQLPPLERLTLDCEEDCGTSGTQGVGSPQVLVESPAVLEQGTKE
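Assay system: labelled RRE RNA duplex and labelled Rev peptide / Medium: HEPES pH 7.5 salt buffer with EDTA / Reagent: labelled Rev peptide / Schedule: 5 + 15 min at 25 °C / Signal: FRET, excitation 480 nm, emission 540 nm donor and 671 nm acceptor / Benchmarks: DMSO and neomycin B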
PLK1 inh: human PLK1 kinase inhibitors, primary screen, biochemical, TR-FRET. Serine/threonine-protein kinase PLK1 (Homo sapiens), P53350. recombinant PLK1 kinase, TR-FRET peptide phosphorylation. inhibition, % at 10 µM. 0.53% of 97,000 active;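 active means inhibition of 50% or more in the single-concentration screen; inactive means inhibition below 50%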;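 further: 0% = DMSO max control and 100% = H-89 dihydrochloride min control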
PTPN22 inh 2: PTPN22 phosphatase inhibitors, primary screen, biochemical, DiFMUP fluorescence, 2 µM; recombinant LYP catalytic domain; Tyrosine-protein phosphatase non-receptor type 22 (Homo sapiens), Q9Y2R2; inhibition, % at 2 µM; AID 640, 2007; 0.21% of 96,000 active;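 active means inhibition at 2 µM at or above a set limit, the screen mean plus 3 SD, cut at about 24% in these data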;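 further: 0% = DMSO with enzyme and 100% = enzyme fully blocked by orthovanadate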
Candida biofilm: clotrimazole potentiators killing Candida biofilms, primary screen, with clotrimazole, Alamar Blue; 0.14% of 85,000 active; C. albicans biofilm + clotrimazole; AID 834, 2007; inhibition, % at 6 µM;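 active means inhibition above 20%; inactive means inhibition below 20%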;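 further: preformed 24 hr biofilms exposed to compound for 48 hr; 0% = biofilm without compound and 100% = blank killed by clotrimazole plus chlorhexidine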
CYP2C9 activ: human CYP2C9 activators, primary screen, biochemical, luminescence | Cytochrome P450 2C9 (Homo sapiens), P11712 | activation factor at 5 µM | 1.4% of 96,000 active | recombinant CYP2C9, luciferin-H conversion; stronger effect = higher value; factor 1 = untreated enzyme, 0 = blocked;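 active means activation factor of 2 or more for CYP2C9 at a 5 µM dose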;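 further: 0 = sulfaphenazole-blocked wells and 1 = vehicle-only wells; values of inactives mirror those of a sister screen read the other way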
EphB4 antag: EphB4-ephrin-B2 interaction antagonists, primary screen, biochemical, TNYL-RAW peptide probe, fluorescence polarization; Ephrin type-B receptor 4 (Homo sapiens), P54760; EphB4 LBD / TNYL-RAW-Alexa532 peptide; inhibition, % at 7 µM; 0.15% of 97,000 active; AID 720, 2007;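 active means inhibition above the screen-wide mean inhibition plus 3 SD, cut at about 15% in these data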;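 further: 0% = DMSO wells and 100% = excess unlabeled TNYL-RAW peptide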
CYP2C9 inh: blockers of cytochrome P450 2C9 activity – biochemical, luminescence, ADME assay, primary screen. P11712. CYP2C9 Supersomes, luciferin-H conversion. 20% of 96,000 active. AID 777, 2007. inhibition, % at 5 µM;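 active means blocking of liver enzyme CYP2C9 beyond about 50% at 5 µM, limit read from the data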; further: values of inactives mirror those of a sister screen read the other way
Plk1 PBD FP: Plk1 polo box domain binding inhibitors, primary screen, biochemical, fluorescence polarization. Serine/threonine-protein kinase PLK1 (Homo sapiens), P53350. Plk1 PBD phosphopeptide binding. inhibition, %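 (tested at about 20 µM)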. 0.13% of 97,000 active; in the data active means inhibition above about 34%, passing the limit was not always enough
The depositor's hits bear a star; . = no result given.

compound,PTPN22 inh 2,PLK1 inh,Plk1 PBD FP,CYP2C9 inh,PTPN22 act,Candida biofilm,HIV Rev-RRE inh,CYP2C9 activ,EphB4 antag
CCOC(=O)c1cc2sccc2n1CC(=O)N1CCCc2ccccc21,4,-4,25,94*,-5,7,20,0.1,7
COc1ccc(S(=O)(=O)N2CCN(c3nc4ccccc4nc3-n3nc(C)cc3C)CC2)cc1,3,0,21,59*,-5,6,0,0.4,-1
Cn1cccc1C1NC(=O)c2c(sc3c2CCC(C(C)(C)C)C3)N1 (stereo not drawn),14,-2,-6,6,-11,11,3,0.9,-10
COc1ccc(N2C(=O)C(Cl)=C(N3CCN(Cc4ccccc4)CC3)C2=O)cc1,6,-2,16,42,-6,6,-5,0.6,3
O=C(O)C1CC=C(Cl)CC1C(=O)NCC1OCCc2ccccc21 (stereo not drawn),-3,-11,12,7,2,9,7,0.9,-2
COc1cccc(-n2nc3c(=S)[nH]nc(C)c3c2C)c1,1,-4,-6,10,4,.,6,0.9,-1
O=C(Nc1ccccc1)c1ccncc1,-4,0,-6,-12,3,8,0,1.1,-4
CN(Cc1nc2ccccc2n1C)S(=O)(=O)c1ccc(Cl)cc1,-4,-11,-6,-41,4,5,0,1.4,-2
CCC1(C)Cc2c(C#N)c(N)sc(=S)c2CO1 (stereo not drawn),8,-4,-19,22,-10,6,14,0.8,-5
CCOC(=O)N1CCN(C(=O)/C(=C/c2ccccc2OC)NC(=O)c2ccccc2)CC1,4,-12,4,14,2,.,5,0.9,-6
O=C(O)C1CC(=O)N(CCOc2ccccc2)C1 (stereo not drawn),-2,8,-3,0,5,10,5,1,7
Nc1nc(SCC(=O)NCCC(c2ccccc2)c2ccccc2)n[nH]1,19,-3,6,71*,-16,0,7,0.3,8
C=CCn1c(SCC(=O)Nc2ncc(Cc3cc(Cl)ccc3Cl)s2)nnc1-c1ccncc1,-2,-11,9,17,5,.,9,0.8,-1
COc1ccc(C(C)=O)cc1CN1C(=O)NC2(CCCCC2)C1=O,-8,-3,-19,-6,5,4,7,1.1,-7
Clc1ccc(Oc2cnc3ccccc3n2)cc1,9,-11,-26,-5,-6,.,8,1.1,3
Cc1nc2nc(Cc3ccccc3)[nH]n2c(=O)c1Cl,1,-11,4,69*,-1,-5,4,0.3,-3
Cc1cc(-n2c(C)cc(C(=O)COc3ccc4ccc(=O)oc4c3)c2C)no1,-2,-4,3,10,0,8,3,0.9,-3
CC(C)(C)c1ccc(-c2nnc(SCCC#N)n2C2CCCC2)cc1,-5,-4,23,41,3,8,-5,0.6,-6
[O-][n+]1onc2c3cc(-c4ccccc4)nnc3ccc21,3,6,-17,19,-3,2,6,0.8,8
CC1(C)CC(=O)CC(C)(C)N1OC(=O)c1ccccn1,-5,-9,-22,11,4,9,4,0.9,-1
Cc1nnc(Nc2ccc3c(c2)OCO3)c2ccccc12,7,-12,-11,30,-7,7,7,0.7,0
COC(=O)c1cc(-c2ccc(Br)cc2)on1,4,-8,-7,29,-7,11,2,0.7,-3
COc1ccc(/C(N)=N/OC(=O)Cc2ccc(OC)c(OC)c2)cc1,4,-7,27,65*,0,.,5,0.4,6
O=C(NCc1ccco1)C1CCCN1C(=O)NCc1ccccc1 (stereo not drawn),-17,0,-26,3,14,6,0,1,3
CCn1c(SCC(=O)Nc2ccc(S(=O)(=O)Nc3onc(C)c3C)cc2)nnc1-c1ccccc1,-8,-6,-13,18,5,0,-1,0.8,0
CC(NC(=O)Cc1c(F)cccc1Cl)C1CCCO1 (stereo not drawn),4,-3,0,-10,-5,3,1,1.1,2
Cn1cc(Cl)c(C(=O)OCC(=O)Nc2nc(-c3ccc(Br)cc3)cs2)n1,-7,-9,8,.,4,-3,-5,.,-10
O=C(CSc1nnc(-c2ccc(S(=O)(=O)N3CCCC3)cc2)o1)NCc1ccccc1,1,-11,12,.,0,7,10,.,-5
CCOC(=O)C1CCN(C(C)=C2C(=O)c3ccccc3C2=O)CC1,-3,3,2,14,-1,2,10,0.9,4
COCCCNC(=S)NNC(=O)c1cccnc1,-9,-10,3,20,12,4,9,0.8,-1
Cc1nc(NCCO)c2nnn(Cc3ccccc3F)c2n1,2,-98,-13,0,-3,6,6,1,0
CCc1ccc(Nc2oc(C)cc(=O)c2C(C)=O)cc1,-3,0,18,12,2,0,1,0.9,-3
CCOc1ccc(C2NC(=O)C(C#N)=C(S)N2c2ccc(C)cc2)cc1OC (stereo not drawn),-20,-2,-10,47,16,3,-1,0.5,-3
CCOC(=O)N1CCN(C(=O)C2CCCCC2)CC1,0,-40,-11,25,2,12,8,0.8,0
COc1ccc(N2CCN(C(=O)c3ccc(NS(=O)(=O)c4ccccc4)cc3)CC2)cc1,-3,-10,19,.,0,-4,-1,.,0
CCOc1cc2c3c(c1)C1(Nc4ccccc4S1)C(=O)N3C(C)(C)CC2C (stereo not drawn),9,-6,-7,100*,-7,3,1,0,-23
O=C(Cc1ccc2c(c1)CCCC2)Nc1ccccc1Cl,0,-22,5,14,6,.,11,0.9,-2
NC(=O)c1cc(Br)cc2c3c([nH]c12)CCCC3,0,6,-21,15,-1,2,11,0.9,2
Cc1nnc(NC(=O)CSc2nnc(CNC(=O)c3ccccc3)n2-c2ccccc2)s1,3,-4,17,-8,-7,-1,0,1.1,-3
Cn1ncc(Cl)c1C(=O)Nc1cccnc1,-1,-16,-23,18,-1,5,5,0.8,4
COC(=O)c1sccc1NC(=O)CSc1nnnn1-c1ccccc1F,-31,-11,5,-114,28,7,6,2.1*,-7
O=C(CSc1nnc(-c2ccccc2Cl)o1)Nc1ccc2c(c1)OCCO2,-2,-13,-16,.,3,6,9,.,-8
C/C=C/Cn1c(N2CCCCCC2)nc2c1c(=O)[nH]c(=O)n2C,0,-2,-26,-5,-2,11,5,1.1,1
Cc1cccc(NC(=O)c2cccc(N3C(=O)C4C5CCC(C5)C4C3=O)c2)c1C (stereo not drawn),5,-11,-29,0,-3,.,6,1,8
Cc1ccc(C(=O)Nc2cccc(C(=O)O)c2)cc1,0,-7,10,54*,-4,5,5,0.5,-6
O=C(Nc1ccc(N2CCN(C(=O)c3ccco3)CC2)c(Cl)c1)c1c(F)c(F)c(F)c(F)c1F,-2,12,-6,73*,-2,9,2,0.3,3
O=C(Cn1c(=O)[nH]c2ccsc2c1=O)NC1CCCCC1,-6,-9,32,-4,4,4,5,1,5
COc1ccc(N2C(=O)C3CCCN3C2c2ccc(C)o2)cc1Cl (stereo not drawn),-4,-13,-3,5,1,3,1,0.9,-10
CCOC(=O)CCc1c(C)c2ccc(OCC)c(C)c2oc1=O,0,-11,-30,14,2,1,13,0.9,-3
O=C(NNS(=O)(=O)c1ccc(Cl)cc1)c1cnn(-c2ccccc2)c1-n1cccc1,-3,-11,-15,64*,7,.,1,0.4,-9
CC(=O)c1ccc(OCCCC(=O)OCc2nnc(-c3ccc(Cl)cc3)o2)cc1,-1,2,-12,-101,0,13,15,2*,-7
Cc1cc(NC(=O)CSc2nc(CCC3CCCC3)nc3ccccc23)no1,13,-14,-16,90*,-10,.,16,0.1,5
Cc1ccc(/C=C/C2=NN(Cc3ccccc3)C(=O)CC2)cc1,-5,-9,-16,2,4,0,19,1,1
CN(C)CC(=O)Nc1nc(-c2ccccc2)cs1,-2,-2,2,-6,2,3,3,1.1,1
CCN(CC)CCCn1c(C)cc2c(c1=O)C(c1ccc(OC)c(OC)c1OC)C(C#N)=C(N)O2 (stereo not drawn),-8,-8,-13,.,5,-4,-1,.,-5
COc1ccc(C2C(C(=O)c3sc(C)nc3C)=C(O)C(=O)N2CCN(C)C)cc1OC (stereo not drawn),-7,-3,-47,-4,10,.,8,1,-3
CN(CCNC(=O)C1CC(=O)N(c2ccc(F)c(Cl)c2)C1)Cc1ccccc1 (stereo not drawn),-15,-5,1,-29,13,6,4,1.3,-5
CCOc1cc(S(=O)(=O)n2c(C)nc3ccccc32)ccc1F,-3,-9,-2,86*,-2,-3,5,0.1,11
O=C(CN1CCN(c2ccc(F)cc2)CC1)Nc1cc(C(F)(F)F)ccc1Cl,-4,2,1,-16,2,4,1,1.2,-6
Cc1ccccc1C(=O)Nc1cccc(NC(=S)NC(=O)c2cccs2)c1,4,-8,-29,14,-2,.,-1,0.9,-8

The list goes on.
compound,PTPN22 inh 2,PLK1 inh,Plk1 PBD FP,CYP2C9 inh,PTPN22 act,Candida biofilm,HIV Rev-RRE inh,CYP2C9 activ,EphB4 antag
O=C(Nc1nnc(C2CC2)s1)c1ccc(S(=O)(=O)c2ccccc2)cc1,-6,-8,-3,46,10,9,4,0.5,0
CCCCN(C)S(=O)(=O)c1c(C)[nH]c(=O)[nH]c1=O,-14,-37,-21,-10,11,1,7,1.1,0
Cc1ccc(C(=O)COC(=O)CNS(=O)(=O)c2ccccc2)cc1[N+](=O)[O-],-3,2,33,-5,6,.,0,1.1,-7
CCc1c(C)c2cc(Cl)c(O)c(CN3CCCCC3)c2oc1=O,0,-2,-8,-6,-2,9,4,1.1,-2

Hits appear at their usual frequency; any-hit rate near 20%.
